Screening results deposited in PubChem BioAssay by National Center for Advancing Translational Sciences (NCATS).
FH mod: Identification of activators of human fumarate hydratase by quantitative high-throughput screening; FH coupled MDH/diaphorase resazurin fluorescence, 15 min; 54,000 compounds, 0.22% hits; Fumarate hydratase, mitochondrial (Homo sapiens), P07954; Potency, µM (titrated, usually from 79.9 µM), for inactives: at the top dose activity change, negative = inhibition, hits mostly inhibitors; note: potency is the fitted concentration of half-maximal effect; % is set by controls: 0 for no effect and ±100 for the full control effect; the screen sought activators but most active calls are inhibition curves; nearly all actives have a fitted effect of over 45% in size
Target sequence (P07954 whole entry, looked up): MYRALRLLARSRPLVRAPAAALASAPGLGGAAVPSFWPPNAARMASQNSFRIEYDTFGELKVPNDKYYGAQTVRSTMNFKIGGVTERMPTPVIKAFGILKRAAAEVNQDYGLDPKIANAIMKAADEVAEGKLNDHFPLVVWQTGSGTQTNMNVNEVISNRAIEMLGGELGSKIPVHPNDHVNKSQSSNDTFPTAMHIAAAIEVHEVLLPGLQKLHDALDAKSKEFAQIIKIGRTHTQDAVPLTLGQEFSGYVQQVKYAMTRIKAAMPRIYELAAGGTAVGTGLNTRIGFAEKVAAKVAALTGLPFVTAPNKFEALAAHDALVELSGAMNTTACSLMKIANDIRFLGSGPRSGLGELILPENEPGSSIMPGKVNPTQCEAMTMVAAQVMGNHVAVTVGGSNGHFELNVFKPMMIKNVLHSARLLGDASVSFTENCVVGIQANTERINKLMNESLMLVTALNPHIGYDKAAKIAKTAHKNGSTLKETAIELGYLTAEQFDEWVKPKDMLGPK
NTMT1 inhibitor: inhibitors of human N-terminal methyltransferase NTMT1; Q9BV86; NTMT1 MTase-Glo SAH luminescence, purified enzyme; Potency, µM (doses to about 114 µM), for inactives: at the top dose activity change, negative = inhibition, hits mostly inhibitors; 59,000 compounds, 2.5% hits;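 note: potency is the fitted concentration of half-maximal effect; plate controls were DMSO vehicle for no effect and no enzyme for full effect; nearly all actives have a fitted effect of over 65% in size; many of its hits are not listed in these tables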
GALK inh: inhibitors of human galactokinase (GALK); P51570; recombinant GALK, Kinase-Glo ATP luminescence, 1 h; Potency, µM (highest dose often 57.5 µM), inactives show top-dose activity, negative = inhibition, most hits filed as inhibitors; 44,000 tested, under 10 active;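 note: plate controls were full GALK reaction for no effect and reaction lacking GALK for full effect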
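Compounds were pinned into ATP buffer, then GALK-galactose mix was added (final 5 nM enzyme, 35 uM ATP, 100 uM galactose, pH 8.0). After 1 h at room temperature, Kinase-Glo Plus was added and luminescence read.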
B2AR arrestin ag: beta-arrestin recruitment by human beta2-adrenergic receptor ligands. P07550. HTLA Tango cells, beta-arrestin recruitment, luciferase luminescence, 18 h. Potency, µM (highest dose often 46.1 µM), without a hit: at the highest dose activation, actives largely listed as activators. 44,000 tested, under 10 active;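 note: potency is the fitted concentration of half-maximal effect; 0% = DMSO and full agonism = EC100 isoproterenol or metaproterenol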
Target sequence (P07550 whole entry, looked up): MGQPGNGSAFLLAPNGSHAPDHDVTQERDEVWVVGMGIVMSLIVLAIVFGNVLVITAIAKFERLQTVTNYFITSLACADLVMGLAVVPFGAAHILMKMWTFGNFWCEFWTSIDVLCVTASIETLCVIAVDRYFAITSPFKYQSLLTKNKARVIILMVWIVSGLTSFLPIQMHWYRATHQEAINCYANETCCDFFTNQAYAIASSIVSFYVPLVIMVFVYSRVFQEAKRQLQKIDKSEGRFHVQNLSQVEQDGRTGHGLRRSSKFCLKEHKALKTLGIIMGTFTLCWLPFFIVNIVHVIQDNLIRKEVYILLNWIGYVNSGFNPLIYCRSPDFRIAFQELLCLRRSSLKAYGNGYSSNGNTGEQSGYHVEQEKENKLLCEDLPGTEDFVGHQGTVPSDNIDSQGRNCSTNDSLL
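Tango cells (recombinant beta2-AR, beta-arrestin, tTA-driven luciferase), 1500/well in DMEM 1% FBS, treated 18 h at 37 °C with compounds up to 46 µM; luciferin mix added, luminescence read after 15 min; %activity curves fitted and curve-classed.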
p53null 32C tox: selectivity test: cytotoxicity in p53 null cells, permissive temperature. H1299-neo p53 null cells, ATP luminescence, 24 h, 32C. Potency, µM (top dose mostly 46.1 µM), for the others: at the highest dose activity change, negative = cytotoxicity, actives largely listed as cytotoxic. 55,000 compounds, 0.62% hits. AID 903;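 note: potency is the fitted concentration of half-maximal effect; 0% = DMSO only and -100% = full killing by 100 µM tamoxifen; nearly all actives have a fitted effect of over 55% in size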
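Overnight 37C seeding (600 cells/well) of H1299-neo preceded a 24 hr, 32C exposure to compounds up to 46 uM. ATP levels, read by luminescence after 20 min at RT, indicated surviving cells.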
PTAP-TSG101 blk: inhibitors of HIV-1 PTAP binding to human TSG101, validation. AID 1347069. 44,000 tested, under 10 active. Potency, µM (titrated, usually from 115 µM), inactives show at the top dose activity change, negative = inhibition, usual class: inhibitors. Fluorescence polarization, FITC-PTAP peptide/Tsg101, 20 min. Q99816; note: potency is the fitted concentration of half-maximal effect; 0% is about no effect
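FITC-labeled PTAP peptide (50 nM final) binding to Tsg101 binding domain (10 uM final) read by fluorescence polarization after 20 min at r.t. in HEPES pH 7.5 buffer. Actives by CRC class, <25 µM.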
p53null 39C kill: kills p53 null cells at the nonpermissive temperature | H1299 p53-null (neo) cells, 39C, ATPlite viability, 24 h | Potency, µM (top dose mostly 46.1 µM), for the others: at the highest dose activity, negative = cell killing, actives largely listed as cytotoxic | 55,000 compounds, 0.97% hits | AID 904;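 note: potency is the fitted concentration of half-maximal effect; 0% = DMSO only and -100% = full killing by 100 µM tamoxifen; nearly all actives have a fitted effect of over 50% in size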
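Following overnight plating at 37C (600 cells/well), H1299-neo or H1299-p53A138V cells are dosed up to 46 uM. Incubation lasts 24 hr at 39C before ATP detection.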
* hit, by the source's call; u = inconclusive; x = not tested or not shown; [ ] = another dose, or the depositor's remark. Calls come from the whole dose curve; as a rule, active = well fitted curve in the direction sought with a large enough effect; inconclusive = small, poorly fitted or top-dose-only effect, or another doubt; inactive = no such curve, though single readings can be large; an effect the other way counts as inactive or inconclusive.

SMILES	FH mod	NTMT1 inhibitor	GALK inh	B2AR arrestin ag	p53null 32C tox	PTAP-TSG101 blk	p53null 39C kill
COc1ccc(Nc2nc(-c3ccccc3F)nc3ccccc23)cc1OC	5%	0%	-2%	4%	2%	-7%	-3%
CCOc1ccc(C(=O)/C=C/c2cn(CC(O)CN3CCc4ccccc43)c3ccccc23)cc1 (configuration not stated)	-10%	10%	-3%	-2%	6%	-4%	-7%
CCN1CCN(C(=O)c2cnn(-c3ccc(F)cc3)c2-n2cccc2)CC1	-12%	-3%	0%	0%	1%	0%	4%
COc1ccc(CCNC(=O)Cn2c(-c3cccs3)cc3cc(F)ccc32)cc1OC	-1%	-13%	-10%	-2%	u	3%	6%
O=S(=O)(c1ccccc1)c1nnn2c1nc(NCc1ccc(F)cc1)c1sccc12	-10%	0%	0%	2%	3%	5%	-15%
CCOC(=O)c1ccc(CN(Cc2ccc(C)cc2)S(=O)(=O)c2ccc(NC(C)=O)cc2)cc1	-19%	1%	-6%	1%	-1%	-1%	-4%
COc1ccc(CNC(=O)CCc2c(C)nn(-c3ccc(N4CCCC4)nn3)c2C)cc1	x	x	0%	0%	-3%	-4%	-18%
O=C(NCc1ccc(Cl)cc1)c1cnc2sc(N3CCCC3)nn2c1=O	2%	17%	-2%	-1%	-6%	0%	-2%
COc1ccc(CNC(=O)c2cc3cccc4c3n2CC(C)S4)cc1 (configuration not stated)	-30%	2%	-3%	1%	16%	-2%	1%
Cc1ccc(Cl)cc1NC(=O)C1CCCN(c2cnccn2)C1 (configuration not stated)	1%	-2%	7%	-2%	-4%	-1%	-5%
CCOC(=O)c1c(C)[nH]c(C)c1S(=O)(=O)N1CCCC(C(=O)N2CCN(c3ccc(Cl)cc3)CC2)C1 (configuration not stated)	-19%	1%	2%	-1%	23%	0%	-9%
COc1ccc(S(=O)(=O)N(CC(=O)Nc2ccc(Br)cc2)Cc2ccccc2)cc1	-28%	7%	1%	-1%	12%	-2%	13%
O=C(NCCc1ccccc1)c1ccc2c(c1)N(Cc1c(F)cccc1Cl)C(=O)CS2	-17%	10%	-3%	-2%	20%	4%	-7%
O=C(O)c1ccc(-n2c(/C=C\c3ccc(O)cc3)nc3ccccc3c2=O)cc1	-1%	10%	-4%	1%	5%	0%	-8%
CCOC(=O)Cc1ccc(NC(=O)N2CCC(CN3CCC(C)CC3)CC2)cc1	0%	8%	-8%	-1%	-5%	-1%	1%

Retrieved by compound from above, 2 records:
SMILES	FH mod	NTMT1 inhibitor	GALK inh	B2AR arrestin ag	p53null 32C tox	PTAP-TSG101 blk	p53null 39C kill
O=C(O)c1ccc(-n2c(/C=C\c3ccc(O)cc3)nc3ccccc3c2=O)cc1	-1%	10%	-4%	1%	5%	0%	-8%
CCOC(=O)c1c(C)[nH]c(C)c1S(=O)(=O)N1CCCC(C(=O)N2CCN(c3ccc(Cl)cc3)CC2)C1 (configuration not stated)	-19%	1%	2%	-1%	23%	0%	-9%

Following part:
SMILES	FH mod	NTMT1 inhibitor	GALK inh	B2AR arrestin ag	p53null 32C tox	PTAP-TSG101 blk	p53null 39C kill
COc1ccc(-c2cc3nc(C)c(CCC(=O)NC(C)c4ccccc4)c(C)n3n2)c(OC)c1 (configuration not stated)	-12%	2%	0%	1%	-1%	0%	-21%
COc1ccc(-c2nc3c(c(SC)n2)Cc2c(CO)cnc(C)c2O3)cc1	-1%	12%	3%	1%	0%	-6%	-14%
Cc1cc(Br)ccc1NC(=O)Cn1cnc2sc(C)c(S(=O)(=O)N3CCN(C)CC3)c2c1=O	3%	-1%	4%	0%	-1%	-7%	-12%
Cc1ccc(-c2onc(C)c2C)cc1S(=O)(=O)N1CCCCC1	-3%	-13%	0%	0%	6%	-3%	-10%
COc1cccc(CNC(=O)CCn2c(=O)c3cccn3c3cccnc32)c1	-2%	-18%	-4%	1%	-5%	1%	-21%
Cc1nn(CC(=O)N2CCN(c3cccc(Cl)c3)CC2)c(=O)c2c1sc1ccccc12	-12%	12%	3%	-2%	20%	-5%	42%[activator]
CCOC(=O)c1scc(-c2ccc(C)cc2)c1S(=O)(=O)Nc1cc(C)ccc1C	-16%	10%	1%	0%	-4%	-1%	19%
COc1ccc(OC)c(CCNC(=O)c2cnn(-c3ccc(C)cc3C)c2C2CCN(C(=O)OC(C)(C)C)CC2)c1	-20%	17%	0%	3%	20%	-6%	36%[activator]
CCOC(=O)C1=C(CS(=O)(=O)c2ccc(C)cc2)NC(=O)NC1c1ccc(C(C)C)cc1 (configuration not stated)	-10%	5%	1%	0%	-10%	2%	u
O=C(Nc1ccccc1)c1cccc2c(=O)c3c([nH]c12)CCCC3	-3%	-20%	-2%	-2%	-7%	0%	-11%
CCC(=O)N1c2ccccc2CC1C(=O)NCCc1ccc(OC)c(OC)c1 (configuration not stated)	-2%	1%	0%	0%	6%	1%	-7%
CCCCOc1ccc(C(=O)Nc2cccc(-c3nc4cccnc4s3)c2)cc1	1%	14%	u	-3%	2%	0%	16%
Cc1nn(C(=O)c2ccc(Br)cc2)c(C)c1S(=O)(=O)N1CCOCC1	-1%	u	2%	12%	-4%	-1%	3%
CC(=O)Nc1c(C)nn(-c2ccccc2)c1N1CCC(C(=O)Nc2cccc(C(F)(F)F)c2)CC1	-6%	-11%	0%	0%	18%	-2%	-21%
O=c1c2sc3ccccc3c2n(Cc2cccc(C(F)(F)F)c2)c(=O)n1Cc1ccc(F)cc1	-23%	0%	2%	0%	5%	9%	3%
COc1ccccc1C(=O)Nc1nnc(SCc2cc(=O)n3ccc(C)cc3n2)s1	1.1µM*	8%	4%	0%	-5%	1%	-10%
CC(=O)c1ccc(N2CCN(c3nc4c(S(=O)(=O)c5ccc(C)c(C)c5)nnn4c4ccc(Cl)cc34)CC2)cc1	1%	15%	-3%	0%	1%	-6%	1%
COc1cccc(NS(=O)(=O)c2ccc3c(c2)[C@H]2C=CC[C@H]2[C@@H](c2ccccc2Cl)N3)c1	-26%	8%	3%	1%	62%[activator]	-6%	32%[activator]
Cc1ccc2c(=O)c(C(=O)c3cccc(Cl)c3)cn(CC(=O)NCc3ccccc3)c2n1	-2%	-16%	0%	-1%	1%	-8%	3%
COc1cccc(CN2CCc3nc(SCC(=O)Nc4ccccc4)[nH]c(=O)c3C2)c1	-5%	15%	0%	-4%	-3%	-3%	6%
COc1ccc(N2C(=O)NC(NS(=O)(=O)c3ccc(Cl)cc3)(C(F)(F)F)C2=O)cc1 (configuration not stated)	-5%	26%	1%	-2%	-8%[9.22 µM]	-7%	6%
CCc1cccc(C)c1NC(=O)c1cc2ccccc2o1	-20%	5%	0%	0%	5%	0%	1%
CC(CNC(=O)CN1C(=O)COc2ccc(S(=O)(=O)N3CCCCCC3)cc21)c1ccccc1 (configuration not stated)	-8%	u	0%	-1%	-5%	-9%	-10%
COc1ccccc1C(=O)Oc1c(Sc2ccccc2)c(C)nn1C(C)(C)C	-40%	-3%	5%	-2%	u	-3%	13µM*
COCCCn1c(SCc2ccccc2F)nc2c(sc3ccccc32)c1=O	-29%	-4%	0%	-3%	5%	-6%	40%[activator]
CCOc1ccc(-c2cc(CCCC(=O)NCCc3cc(OC)c(OC)c(OC)c3)no2)cc1	-1%	-1%	-1%	0%	u	3%	-26%
COc1cccc(N2CCN(C(=O)C3CCCN(S(=O)(=O)c4ccc(Br)s4)C3)CC2)c1 (configuration not stated)	-12%	4%	-7%	1%	2%	4%	-4%
CCc1cccc(NC(=O)Nc2cn(C)c(=O)c3ccccc23)c1	u	u	5%	0%	0%	-4%	-7%
Cc1ccc(Cl)cc1NC(=O)c1ccc(NC(=O)N2CCSc3ncccc32)cc1	-6%	u	4%	2%	-8%	-2%	u
O=C1CN(C(=O)COc2ccc(Cl)cc2Cl)C(c2ccccc2)c2cc(F)ccc2N1 (configuration not stated)	u	-1%	6%	-1%	72%[activator]	-1%	39%[activator]
O=C(C1CCN(S(=O)(=O)c2ccc(Br)s2)CC1)N1CCN(c2ccccc2)CC1	-14%	0%	2%	1%	6%	-1%	-2%
O=C1CN(C(=O)c2ccc(S(=O)(=O)N3CCCCC3)cc2)C(c2ccc(F)cc2)c2cc(F)ccc2N1 (configuration not stated)	-20%	-1%	0%	1%	6%	0%	4%
CCOC(=O)c1[nH]c(C)c(CCC(=O)Nc2c(C)cc(C)cc2C)c1C	10%	7%	2%	0%	8%	4%	5%
COc1ccc(CCNc2ncnc3c2c(-c2ccccc2)cn3-c2cccc(Cl)c2)cc1OC	-36%	2%	-2%	-2%	-4%	2%	8%
O=C(Nc1ccc2nn(-c3ccc(Cl)cc3)nc2c1)c1cc2ccccc2o1	-1%	u	-3%	0%	7%	-3%	-13%
COC(=O)c1cc(S(=O)(=O)NCC2CCN(Cc3ccc(C)cc3)CC2)cn1C	-7%	-6%	-1%	1%	1%	-4%	-12%
CCOC(=O)c1c(C)oc2nc(C)nc(NCc3ccc(Cl)cc3)c12	-18%	u	3%	-1%	2%	-3%	-15%
COc1cccc(C(=O)NCC(c2ccc(N(C)C)cc2)N2CCCC2)c1OC (configuration not stated)	-10%	-1%	-2%	1%	-3%	1%	u
COC(=O)c1ccccc1NC(=O)Cn1c(=O)n(CCC(=O)NCc2ccc3c(c2)OCO3)c(=O)c2ccccc21	1%	-4%	0%	1%	4%	1%	22%
O=C(Nc1nnc(S(=O)(=O)N2CCCCC2)s1)c1ccc(F)cc1	4%	21%	-1%	1%	21%	1%	10%
Cc1ccc2c(c1)c(CC(=O)Nc1ccc(C)c(F)c1)c(C(=O)O)n2C	-18%	6%	-10%	0%	-21%	-1%	-24%
CCC1CN(C(=O)NCc2ccccc2)c2cc(C)ccc2O1 (configuration not stated)	-10%	u	1%	0%	25%	-3%	37%[activator]
Cc1cc(Br)ccc1NC(=O)CCS(=O)(=O)c1cccc2nsnc12	-2%	u	-3%	0%	0%	0%	11%
O=C(NCCc1ccc(Cl)cc1)c1ccc2c(c1)N(Cc1ccccc1)C(=O)CS2	-15%	-12%	3%	1%	11%	-6%	-28%
O=C(Cc1ccccc1)Nc1c(C(=O)N2CCN(c3ccc(F)cc3)CC2)oc2ccccc12	-22%	u	-2%	1%	-6%	-2%	-22%
O=C(Cc1ccccc1)NCCc1csc2nc(-c3ccc(Cl)cc3)nn12	7%	6%	-11%	-1%	2%	2%	-20%
CC(=O)N1CCC2(CC1)OC(=O)C(C)=C2C(=O)Nc1cc(C)ccc1C	17%	0%	u	0%	-11%	-1%	-7%
CN(C)c1ccc(C(=O)NCc2ccc3c(c2)CCN3C(=O)c2ccc(Cl)cc2)cc1	0%	4%	0%	-1%	-8%	-4%	-7%

The list is partial; the hit share may differ from the screen's.
